Assay outcomes from PubChem.
CHT PAM – human CHT allosteric activation. CHT-expressing cells, membrane potential dye, choline EC20; hits give high values; LV-AA mutant CHT in HEK293 cells. B-score at 10 µM. 310,000 tested, 0.49% active;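 active = initial fluorescence not abnormally high and integrated response B-score, plate-corrected, over 3 SD above library mean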
Target sequence (Q9GZV3 whole entry, looked up): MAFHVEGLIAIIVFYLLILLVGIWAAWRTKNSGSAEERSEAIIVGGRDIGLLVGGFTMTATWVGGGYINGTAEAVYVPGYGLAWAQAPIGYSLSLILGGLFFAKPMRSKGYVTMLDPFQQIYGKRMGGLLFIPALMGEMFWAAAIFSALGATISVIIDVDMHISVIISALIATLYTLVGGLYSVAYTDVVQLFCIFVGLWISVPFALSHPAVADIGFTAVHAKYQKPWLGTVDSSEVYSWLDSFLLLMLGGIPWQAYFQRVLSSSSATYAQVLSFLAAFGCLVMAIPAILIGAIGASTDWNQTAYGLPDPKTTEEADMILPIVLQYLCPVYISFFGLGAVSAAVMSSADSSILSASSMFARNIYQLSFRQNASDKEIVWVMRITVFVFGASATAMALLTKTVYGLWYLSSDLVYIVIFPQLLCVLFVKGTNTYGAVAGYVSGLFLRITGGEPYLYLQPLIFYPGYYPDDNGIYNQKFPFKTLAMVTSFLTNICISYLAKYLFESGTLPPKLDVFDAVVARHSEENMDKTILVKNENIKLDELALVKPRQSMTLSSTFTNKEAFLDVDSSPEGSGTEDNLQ
OX1R antagonist – human HCRTR1 antagonism | O43613 | CHO/OX1R cells, Fluo-8 calcium fluorescence, orexin A | inhibition, % at 5 µM | 330,000 tested, 0.43% active | AID 434989;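 active = inhibition above its plate's threshold, mean inhibition of all tested compounds on the plate plus 3 SD, cut at about 37% in these data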;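 also: 0% = orexin A challenge wells and 100% = SB-334867-A antagonist wells; not every result past the cut was called active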
Target sequence (O43613 whole entry, looked up): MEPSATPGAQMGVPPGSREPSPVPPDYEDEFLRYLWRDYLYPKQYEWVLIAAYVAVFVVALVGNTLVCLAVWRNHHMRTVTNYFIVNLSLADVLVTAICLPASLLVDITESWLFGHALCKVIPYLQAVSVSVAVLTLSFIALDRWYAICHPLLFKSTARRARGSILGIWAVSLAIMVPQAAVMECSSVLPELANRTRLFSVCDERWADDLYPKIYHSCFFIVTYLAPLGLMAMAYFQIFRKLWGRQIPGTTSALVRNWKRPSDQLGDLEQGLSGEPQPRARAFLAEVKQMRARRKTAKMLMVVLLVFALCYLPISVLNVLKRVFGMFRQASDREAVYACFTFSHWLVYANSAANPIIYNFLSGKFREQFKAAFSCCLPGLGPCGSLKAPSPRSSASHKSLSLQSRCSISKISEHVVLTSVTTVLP
An asterisk follows results filed as active; i = inactive; · = no result given.

Molecule	CHT PAM	OX1R antagonist
CCCOC1CCCN(C(=O)c2ccc(OC3CCN(Cc4ccccn4)CC3)cc2)C1 (configuration not stated)	i	-19.5
O=C(Cc1ccc(Cl)cc1)NNC(=O)Nc1cccc2ccccc12	i	-21.4
COc1ccc(Cl)cc1S(=O)(=O)N1CCC(C(=O)NCCc2ccccc2)CC1	i	-18.3
COc1ccc(C(=O)C2CCCN(C(=O)c3ccoc3C)C2)cc1F (configuration not stated)	i	-22.2
Cc1ccc2c(c1)nnn2C1CCN(CC(=O)N(c2ccccc2)c2ccccc2)CC1	i	-10.4
COc1cc(C)nc(N2CCCC(C(=O)NC3CCC(C)CC3)C2)n1 (configuration not stated)	i	-25.2
CN1c2ccccc2C(=O)/C(=C\Nc2ncccn2)S1(=O)=O	i	-3.1
COc1cccc(N2CCN(C(=O)c3cc4c(s3)CCCCC4)CC2)c1	·	-9.5
COc1ccc(S(=O)(=O)N2CCOCC2)c(Cl)c1Cl	i	-16.5
Cc1c(C(=O)C(=O)N2CCN(Cc3ccc4c(c3)OCO4)CC2)c2ccccc2n1C	i	-19.8
Cn1c(=O)oc2cc(S(=O)(=O)N3CCC(C(=O)NCc4ccc(F)cc4)CC3)ccc21	i	-15.8
O=C(c1ccoc1)N1CCC(CO)(CCc2ccccc2)CC1	i	-21.6
Cc1cc(CNC(=O)C2(C(F)(F)F)C/C(=C\CCO)CCCO2)nn1C (configuration not stated)	i	5.8
Cc1nn(-c2ccccc2)c(C)c1/C=N\N1CCN(c2ccc(Cl)cc2)CC1	i	-20.1
Nc1cccc2cnccc12	i	2.7
c1ccc(CCn2nnnc2C(c2cccs2)N2CCN(Cc3ccc4c(c3)OCO4)CC2)cc1 (configuration not stated)	i	-23.7
C=CCc1cc(C)ccc1OCCOCCN1CCN(C)CC1	i	-6.4
CC(=O)C1=C(O)C(=O)N(Cc2ccccc2)C1c1ccc(Br)cc1 (configuration not stated)	i	-10.5
CCCn1c(=O)c2sccc2n2c(CCCC(=O)NCc3ccco3)nnc12	i	-15.6
CCOc1ccc2c(c1)OC1(CCC(C)C1)CC2=O (configuration not stated)	i	-18.0
COc1ccc(CCNC(=O)C2CCCN2C(=O)Nc2cccc(OC)c2)cc1 (configuration not stated)	i	-16.4
O=C(Nc1ccc2nc(-c3ccccn3)[nH]c2c1)C1CCCCC1	i	-17.1
CCOC(=O)C1=CN2CCC[C@H]2CC1=O	·	-0.2
COC(=O)C1=C(C(=O)OC)[C@@H]2N(Cc3ccccc3)c3ccccc3[C@@]23C[C@@H](C(=O)OC)N(C(=O)c2cc(C)oc2C)C3=N1	i	-32.1
COc1ccc(C(=O)NC2CCN(CC(=O)NCc3cccc(OC)c3)CC2)cc1	i	-6.4
Cc1cc(C)c2[nH]c(=O)c(CN(Cc3ccco3)C(=S)NCC3CCCO3)cc2c1 (configuration not stated)	i	-44.9
O=C(c1ccc2nc(N3CCOCC3)sc2c1)N1CCN(c2ccc(Cl)cc2)CC1	i	-19.8
CCc1ccc(N(CC)C(=O)c2ccc3c(Cl)c4c(nc3c2)CCC4)cc1	i	-50.8
CCOC(=O)CNC(=O)CSc1nnc(-c2c[nH]c3ccccc23)n1CC	i	2.4
COc1ccc(C(=O)CSc2nnc(CN3CCCC3)n2-c2ccc(F)cc2)c(OC)c1	i	-14.0
CC(C)NC(=S)N(CCc1ccncc1)C(C)C	i	-5.2
CC(C(=O)OCC(=O)Nc1ccc(S(=O)(=O)N2CCCCC2)cc1)N1C(=O)c2ccccc2C1=O (configuration not stated)	i	0.2
Cc1ccc(CNC(=O)CCc2nnc3ccc(N4CCC5(CC4)OCCO5)nn23)cc1	i	-5.5
Cc1cc(C)n(CC(=O)NC2CCCc3c2cnn3-c2ccccc2F)n1 (configuration not stated)	i	-7.9
COc1ccc(-c2nc(CCl)cs2)cc1OC	i	-16.5
CCN(CC(=O)NCCc1ccc(F)cc1)Cc1nc2ccccc2c(=O)[nH]1	i	-26.0
CC(C)(C)OC(=O)NOCC(=O)N(Cc1ccccc1)CC(O)COc1ccccc1 (configuration not stated)	i	-23.6
N#Cc1nc(-c2ccccc2)oc1N1CCN(C(=O)c2ccco2)CC1	i	-19.1
CC(C)CN(C)Cc1c(C(=O)N2CCc3ccccc3C2)nc2ccc(Cl)cn12	i	-38.3
CC(=O)c1c(C(C)=O)c(C)n(-c2cccc3cccnc23)c1C	i	-14.6

Part of the list above, with each value named.
> CCN(CC(=O)NCCc1ccc(F)cc1)Cc1nc2ccccc2c(=O)[nH]1
  CHT PAM = i
  OX1R antagonist = -26.0
> CCOC(=O)CNC(=O)CSc1nnc(-c2c[nH]c3ccccc23)n1CC
  CHT PAM = i
  OX1R antagonist = 2.4

Following part.
Molecule	CHT PAM	OX1R antagonist
Cc1c(Cl)c(C(=O)N2CCCCCC2)nn1C	i	-9.9
CCCCn1c(N)c(N(CCC(C)C)C(=O)COC(=O)c2ccc([N+](=O)[O-])s2)c(=O)[nH]c1=O	·	-12.0
CCN(CC)S(=O)(=O)c1ccc(-c2nnc(SCC(=O)Nc3ccc(OC)cc3)o2)cc1	i	-5.9
COC(=O)c1ccccc1S(=O)(=O)Oc1ccc(-c2ccc(C(=O)O)cc2)cc1	i	7.0
O=C(NCCCCNC(=O)C1CCCC1)C1CCCC1	i	-12.7
CCOc1ccccc1N1C(=O)CC(Sc2ncccc2C(=O)O)C1=O (configuration not stated)	i	-14.6
O=C(NCc1ccc2c(c1)OCO2)c1ccncc1	i	-10.3
CCOc1ccccc1OCCCC(=O)Nc1cc(S(=O)(=O)N2CCOCC2)ccc1OC	·	-13.7
CC(=O)C1=C(O)CC(c2ccccc2)CC1=NCCc1c(C)[nH]c2ccc(C)cc12 (configuration not stated)	i	-33.9
CC(C)CCn1c(=O)c(C(=O)N/N=C/c2cccc(F)c2)c(O)c2ccccc21	i	3.8
O=C(Nc1nnc(-c2ccccc2Cl)o1)c1cccnc1	i	-18.6
CCn1c(SCC(=O)NC2CC2)nnc1-c1ccccc1OC	i	-2.1
CN(C(=O)Nc1cnc2ccccc2c1)c1ccccc1	i	-16.2
O=C(CSc1nc(-c2ccccc2)c(-c2ccccc2)[nH]1)Nc1ccc2c(c1)OCO2	i	5.2
CCOC(=O)C1(CCCc2ccccc2)CCN(C(=O)CCOC)CC1	i	-29.8
COC(=O)c1cc(NC(=O)Nc2cccc(Cl)c2)ccc1Cl	i	46.5*
CCn1c(SCc2ccc(F)cc2)nnc1-c1nn(-c2ccccc2)ccc1=O	i	-5.8
COc1ccccc1-c1coc2cc(OC(=O)N3CCOCC3)ccc2c1=O	i	-0.7
CCOC(=O)C1(CCCc2ccccc2)CCN(C(=O)CN2CCOC2=O)CC1	i	1.8
COc1ccc(CN(C(=O)c2ccco2)c2ccc(C)cc2)cc1OC	i	-21.2

Entries of single compounds, looked up by structure:
CCCCn1c(N)c(N(CCC(C)C)C(=O)COC(=O)c2ccc([N+](=O)[O-])s2)c(=O)[nH]c1=O is entered as CHT PAM = ·; OX1R antagonist = -12.0
CCn1c(SCc2ccc(F)cc2)nnc1-c1nn(-c2ccccc2)ccc1=O is entered as CHT PAM = i; OX1R antagonist = -5.8

The list goes on:
Screens in order – CHT PAM | OX1R antagonist
- Cc1cccc(O)c1C
 : · | -20.8
- O=C(CSc1nnc2c(n1)[nH]c1ccc(F)cc12)Nc1ccccc1F
 : i | -6.7
- O=C(O)CCN(CCC(=O)O)S(=O)(=O)c1ccccc1
 : i | -4.6
- Cc1nc2ccccc2nc1SCC(=O)c1ccccc1
 : i | 16.7
- CCCNC(=O)CC(NS(=O)(=O)c1ccc(Cl)cc1)c1ccco1 (configuration not stated)
 : i | -7.2
- Nn1c(SCC(=O)Nc2ccc(F)cc2)nnc1-c1cccnc1
 : i | -1.9
- C[C@@]12CCC3[C@@](CCC4[C@@]3(C)CCC[C@@]4(C)C(=O)NCc3ccccc3)(CC1=O)C2 (some centres not stated)
 : · | -37.4
- CN(Cc1ccccc1)C(=O)c1ccc(NC(=O)Cc2cccc([N+](=O)[O-])c2)cc1
 : · | 0.3
- C=CCSc1nnc2c(n1)OC(c1cccnc1)N(C(C)=O)c1ccccc1-2 (configuration not stated)
 : i | -17.8
- CSc1nnc2c3cc(C)ccc3n(Cc3ccccc3)c2n1
 : i | -16.9
- COc1ccc(-n2nc(C)cc2Nc2ccccc2C(=O)O)cc1
 : i | -12.2
- CCOC(=O)C1=C(Nc2ccccc2)CC(C)(O)C(C(=O)OCC)C1c1ccccc1 (configuration not stated)
 : i | -26.7
- O=C(c1ccco1)N1CCN(CCCCOc2cccc3ccccc23)CC1
 : i | -19.8
- CC(C)(C)N(Cc1ccccc1)C(=O)CSc1nc2ccccc2c(=O)[nH]1
 : i | -33.9
- CCOc1ccc(NC(=O)CN(C)C(=O)CCN2C(=O)C3CC=CCC3C2=O)cc1OCC (configuration not stated)
 : · | -12.6
- Cn1cnnc1SC1CCCCC1NS(=O)(=O)c1ccccc1 (configuration not stated)
 : i | -22.9
- Cc1ccc2nc(NC(=O)CSCC(=O)OCC(=O)c3ccccc3)sc2c1
 : i | -10.0
- O=C(O)C1CC(=O)N(Cc2ccc3c(c2)OCO3)C1 (configuration not stated)
 : i | -7.0
- CC(=O)Nc1nnc(/C=C/c2cccc([N+](=O)[O-])c2)s1
 : i | -1.2
- O=C(O)Cn1c(=O)c2cccn2c2ccccc21
 : i | -0.9
- CCOC(=O)c1ccc(NS(=O)(=O)c2cc3c4c(c2)CCN4C(=O)CC3)cc1
 : i | -20.8
- CCN(CC)C(=O)c1cccc(NC(=O)C2CCN(C(=O)c3cccs3)CC2)c1
 : · | -16.5
- NC(=O)c1cc([N+](=O)[O-])c(Cl)cc1NCc1ccncc1
 : i | -13.8
- Cc1ccc(-c2ccc(C(=O)NCc3ccccc3)o2)c2ccccc12
 : i | -29.0
- COc1cccc(N2CC(O)Cn3c2nc2c3c(=O)n(CCCc3ccccc3)c(=O)n2C)c1 (configuration not stated)
 : i | -16.8
- COc1ccc(N(CC(=O)Nc2ccc(C)c(C)c2)S(=O)(=O)c2c(C)n[nH]c2C)cc1
 : i | -2.5
- Cc1ccc(-c2nc(CS(=O)CC(=O)N3CCN(c4ncccn4)CC3)c(C)o2)cc1 (configuration not stated)
 : i | -19.4
- CN(C)CCOC(c1ccc(Cl)cc1)c1ccccn1 (configuration not stated)
 : i | -11.0
- O=C(Nc1cccc(C(F)(F)F)c1)c1ccc(N2CCNCC2)c([N+](=O)[O-])c1
 : i | -2.6
- Cc1cccc(C)c1N(CC(O)Cn1c2ccccc2c2ccccc21)S(C)(=O)=O (configuration not stated)
 : i | 13.5
- CCCCOc1ccc(C(=O)NCC(=O)NNC(=O)C2COc3ccccc3O2)cc1 (configuration not stated)
 : · | -27.9
- COCCN(C(=O)COC(=O)c1ccc(C)o1)c1c(N)n(Cc2ccccc2)c(=O)[nH]c1=O
 : i | -19.8
- COc1cccc(-c2c(-c3cc(OC)cc(OC)c3)n(C)c3ccc(-c4cccc5[nH]ccc45)cc23)c1
 : · | 0.3
- CCc1ccc(NC(=O)CSc2nc(CSc3ccc(C)cc3)cc(=O)[nH]2)cc1
 : i | -21.4
- O=C1Cc2cc(S(=O)(=O)N3CCCCC3)ccc2N1
 : i | -31.3
- Cc1ccc2cc(C)c(SCC(=O)NCc3ccco3)nc2c1
 : i | -33.1
- CCCCOc1ccc(NC(=O)C(=O)NCCC2=CCCCC2)cc1
 : i | -10.1
- O=S(=O)(c1ccc(-c2csc(Nc3ccc(Br)cc3)n2)cc1)N1CCCC1
 : i | 0.0
- COc1ccccc1NC(=O)C1CCN(c2ncccn2)CC1
 : i | -0.5
- CC(=O)CCc1c(C)[nH]c2ccccc2c1=O
 : i | -8.2
- CCCc1c(C(=O)OCC)sc(N)c1C#N
 : i | -5.8
- Cc1cccc(C(=O)NCc2nnc3c4ccccc4c(-c4ccccc4)nn23)c1
 : i | -34.8
- CN(C)CCCN(C(=O)C1COc2ccccc2O1)c1nc2cc3c(cc2s1)OCO3 (configuration not stated)
 : i | -30.6
- CN1CCN(C(=O)c2ccc(C(C)(C)C)cc2)CC1
 : i | -15.5
- COc1ccc(N2C(=O)CS/C2=C\[N+](=O)[O-])cc1
 : i | -9.4
- CCOc1cc(C(=O)Nc2ccc(NC(C)=O)cc2)ccc1OCC(=O)N1CCCCC1
 : i | -11.8
- COc1ccc(C(C)(C)C)cc1NC(=O)COC(=O)c1cc(SC)ccc1Cl
 : i | -36.3
- CC(C)(C)OC(=O)C(Cc1ccc(OC(C)(C)C)cc1)NC(=O)CNC(=O)CNC(=O)OCc1ccccc1 (configuration not stated)
 : i | -23.0
- O=C(NCc1cccnc1)/C(=N\O)c1ccccc1
 : i | -9.9
- CC(=O)OCCN(Cc1ccccc1)Cc1ccc2c(c1)OCO2
 : i | -5.9
- Cc1cccc(C(=O)NNC(=O)CCC(=O)Nc2cccc(Cl)c2C)c1
 : i | -25.0
- OCCN1CCOCCOc2ccccc2OCCOCC1
 : i | 10.0
- Cc1ccc(NC(=O)c2cccc(C(F)(F)F)c2)cc1NC(=O)c1[nH]cnc1C(N)=O
 : · | -1.5
- O=C(c1ccccc1[N+](=O)[O-])N1CCCC(C(=O)N2CCCCCC2)C1 (configuration not stated)
 : i | 1.7
- CC(C)n1nc(C(=O)OCn2nnc3ccccc3c2=O)c2ccccc2c1=O
 : i | 15.3
- Cc1[nH]c2ccccc2c1C1C(c2ccccc2)=NN=C(C(C)C)N1O (configuration not stated)
 : i | 6.3
- C=CCc1cccc(CNc2nc3ccccc3n2CCC)c1O
 : i | -11.8
- COc1ccc2no[n+]([O-])c2c1
 : i | 6.2

As entered above:
OX1R antagonist result of `Cc1ccc(NC(=O)c2cccc(C(F)(F)F)c2)cc1NC(=O)c1[nH]cnc1C(N)=O` : -1.5
OX1R antagonist result of `O=C(c1ccccc1[N+](=O)[O-])N1CCCC(C(=O)N2CCCCCC2)C1` (configuration not stated) : 1.7
